MazEF act – MazEF (E. coli) toxin RNase activation; P0AE70; FAM/BHQ RNA-DNA oligo cleavage fluorescence, 5 h; activation, % at 20 µM; 350,000 compounds, 0.32% hits; AID 504720; in the data active means activation above about 50%
Target sequence (P0AE70 whole entry, looked up): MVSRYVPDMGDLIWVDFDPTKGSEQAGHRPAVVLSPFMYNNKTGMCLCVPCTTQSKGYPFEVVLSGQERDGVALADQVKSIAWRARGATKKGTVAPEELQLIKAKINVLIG
PrPC TRFRET – inhibitors of human cell surface prion protein PrPC; P04156; TR-FRET read-out; inhibition, % at 13.8 µM; 370,000 compounds, 0.43% hits; in the data active means inhibition above about 24%; further: 0% = median of the test wells and 100% = reference compound wells
BioA inh – blocks M. tuberculosis BioA enzyme activity; AID 602481; inhibition, % at 9.99 µM; purified M. tuberculosis BioA enzyme, plate reader; 360,000 compounds, 0.096% hits; in the data active means inhibition above about 40%
FadD28 binding – blocks FadD28 binding to the bisubstrate probe | fluorescence polarization | inhibition, % at 12.5 µM | 360,000 compounds, 0.22% hits | AID 588549; in the data active means inhibition above about 8.5%, passing the limit was not always enough
Rv3671c inh – Rv3671c (M. tuberculosis) protease inhibition; P9WHR9; 320,000 compounds, 0.048% hits; inhibition, % at 5.96 µM; in the data active means inhibition above about 38%;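 further: extracellular domain of Rv3671c used as enzyme; 0% = enzyme with DMSO and 100% = no enzyme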
Target sequence (P9WHR9 whole entry, looked up, the tested form may be a part): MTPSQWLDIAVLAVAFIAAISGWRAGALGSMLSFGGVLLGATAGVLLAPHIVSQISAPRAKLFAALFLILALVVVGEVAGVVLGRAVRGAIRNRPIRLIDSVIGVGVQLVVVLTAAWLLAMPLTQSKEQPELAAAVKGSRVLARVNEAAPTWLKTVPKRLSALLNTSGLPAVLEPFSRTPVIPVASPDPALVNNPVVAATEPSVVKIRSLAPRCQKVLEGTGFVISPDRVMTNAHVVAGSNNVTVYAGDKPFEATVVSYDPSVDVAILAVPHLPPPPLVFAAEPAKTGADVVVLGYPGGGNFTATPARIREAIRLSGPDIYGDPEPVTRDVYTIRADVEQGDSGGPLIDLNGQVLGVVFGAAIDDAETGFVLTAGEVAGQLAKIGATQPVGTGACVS
GDH-TPI counter – counter-screen for M. tuberculosis FBA inhibitors: GDH-TPI coupled enzymes; GDH-TPI coupled enzyme counterscreen, NADH absorbance; inhibition, % at 4.8 µM; 360,000 compounds, 1.2% hits; in the data active means inhibition above about 30%;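 further: 0% = DMSO wells and 100% = wells lacking the enzyme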
BoNT F protease – blocks Botulinum neurotoxin F light chain protease; Multiplex microsphere protease cleavage assay, flow cytometry; inhibition, % at 10 µM; 360,000 compounds, 0.22% hits; in the data active means inhibition above about 35%, passing the limit was not always enough; further: plate controls were buffer without enzyme for full effect and enzyme alone for no effect
Mtb UGM inh – Mtb UDP-galactopyranose mutase inhibition; inhibition, % at 10 µM; 320,000 compounds, 0.06% hits; purified UGM, fluorescence polarization probe displacement; AID 504406; in the data active means inhibition above about 10%, passing the limit was not always enough
Target sequence (P9WIQ1 whole entry, looked up): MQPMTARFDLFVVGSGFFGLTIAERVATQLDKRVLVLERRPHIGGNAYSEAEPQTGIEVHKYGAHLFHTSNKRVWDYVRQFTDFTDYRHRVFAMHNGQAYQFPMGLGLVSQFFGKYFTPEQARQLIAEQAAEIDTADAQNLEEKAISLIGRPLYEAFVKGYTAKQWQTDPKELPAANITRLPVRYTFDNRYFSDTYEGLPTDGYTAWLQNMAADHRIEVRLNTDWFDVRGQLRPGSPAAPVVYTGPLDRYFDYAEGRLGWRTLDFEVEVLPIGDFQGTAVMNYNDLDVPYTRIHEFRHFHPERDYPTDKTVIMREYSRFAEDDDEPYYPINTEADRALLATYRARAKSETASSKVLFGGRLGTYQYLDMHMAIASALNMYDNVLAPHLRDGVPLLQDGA
Mtb FBA inh – inhibits M. tuberculosis FBA enzyme; AID 588726; 360,000 compounds, 2.3% hits; inhibition, % at 1 µM; purified M. tuberculosis FBA, fluorescence read-out; in the data active means inhibition above about 27%;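 further: 0% = vehicle and 100% = reference inhibitor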
The depositor's hits bear a star; & = joins results of further samples.

Results for COC(=O)C[C@H]1C[C@H]2c3cc(NC(=O)NC4CCCC4)ccc3O[C@H]2[C@@H](CO)O1 ?
MazEF act: 6; PrPC TRFRET: 3; BioA inh: -2.5; FadD28 binding: 0.2; GDH-TPI counter: -9; BoNT F protease: 0; Mtb FBA inh: 0

What do the screens show for `O=C(Oc1ccc([N+](=O)[O-])cc1)c1cccnc1`?
MazEF act: 4; PrPC TRFRET: -1; FadD28 binding: -0.6; Rv3671c inh: -5; GDH-TPI counter: 10; BoNT F protease: 1; Mtb UGM inh: 3.2; Mtb FBA inh: -4

Results for CCOc1cc(Cl)c(S(=O)(=O)NCCCN2CCOCC2)cc1Cl ?
MazEF act: 0; PrPC TRFRET: 1; BioA inh: 1.5; FadD28 binding: -2.3; Rv3671c inh: 3; GDH-TPI counter: -3; BoNT F protease: 16; Mtb UGM inh: -0.8; Mtb FBA inh: 0

How did C=COCCn1c(C)c(C(=O)OCC)c2cc(O)ccc21 do in these assays?
MazEF act: -6; PrPC TRFRET: 0; BioA inh: -2.7; FadD28 binding: 0.2; Rv3671c inh: -5; GDH-TPI counter: 0; BoNT F protease: 0; Mtb UGM inh: 0.1; Mtb FBA inh: -1

What do the screens show for `Cc1cc(C)c[n+](-c2nc3ccccc3nc2C(=C=[N-])C#N)c1`?
MazEF act: 8&1; PrPC TRFRET: -7&-3; BioA inh: 3.0&2.8; FadD28 binding: -2.4&-0.4; Rv3671c inh: -8&1; GDH-TPI counter: 10&9; BoNT F protease: 0&5; Mtb UGM inh: 1.3&3.9; Mtb FBA inh: -11&-5

Results for O=C1Cc2cc(S(=O)(=O)N3CCN(c4cccc(Cl)c4)CC3)ccc2N1 ?
MazEF act: 3; PrPC TRFRET: 11; BioA inh: 0.7; FadD28 binding: 0.1; Rv3671c inh: -25; GDH-TPI counter: 11; BoNT F protease: 4; Mtb UGM inh: 1.3; Mtb FBA inh: 4

Results for CCc1ccc(CN(C)C(=O)c2cc(COc3ccc(-n4cncn4)cc3)on2)cc1 ?
MazEF act: -4; PrPC TRFRET: 10; BioA inh: 0.5; FadD28 binding: -1.7; Rv3671c inh: 3; GDH-TPI counter: 1; BoNT F protease: 1; Mtb UGM inh: 1.1; Mtb FBA inh: 0

Results for COc1ccc(/C=C/C(=O)OCC(=O)c2ccc3c(c2)NC(=O)CO3)c(OC)c1 ?
MazEF act: 2; PrPC TRFRET: -1; BioA inh: -1.2; FadD28 binding: 1.8; Rv3671c inh: -10; GDH-TPI counter: 19; BoNT F protease: -4; Mtb UGM inh: -0.3; Mtb FBA inh: 0

What do the screens show for `CN(C)S(=O)(=O)c1ccc(C(=O)Nc2ccccc2C(=O)NCCCN2CCOCC2)cc1`?
MazEF act: -15; PrPC TRFRET: 5; BioA inh: -0.8; FadD28 binding: -1.2; Rv3671c inh: 0; GDH-TPI counter: -1; Mtb UGM inh: 0.8; Mtb FBA inh: 3

How did COc1ccc(CCN2CC(C(=O)OCC(=O)N(C)Cc3ccccc3)CC2=O)cc1OC (stereo not given) do in these assays?
MazEF act: 5; PrPC TRFRET: -2; BioA inh: 1.1; FadD28 binding: -1.1; Rv3671c inh: 5; GDH-TPI counter: 12; BoNT F protease: -4; Mtb UGM inh: -0.7; Mtb FBA inh: 3

Results for CCOc1ccc(NC(=O)c2sc3nc4n(c(=O)c3c2C)CCC4)cc1 ?
MazEF act: 23; PrPC TRFRET: 5; BioA inh: -1.5; FadD28 binding: -1.1; Rv3671c inh: -8; GDH-TPI counter: 12; BoNT F protease: 2; Mtb UGM inh: 3.1; Mtb FBA inh: 2

What do the screens show for `CC(=O)Nc1ccc(S(=O)(=O)NCC(=O)OCC(=O)NCCc2ccccc2)cc1`?
MazEF act: -14; PrPC TRFRET: 1; BioA inh: 0.4; FadD28 binding: -1.0; GDH-TPI counter: 9; BoNT F protease: 0; Mtb FBA inh: 5

How did CC(=O)c1cn(CC(=O)Nc2ccccc2F)c2ccccc12 do in these assays?
MazEF act: 5; PrPC TRFRET: 15; BioA inh: -0.4; FadD28 binding: -1.0; Rv3671c inh: -3; GDH-TPI counter: -1; BoNT F protease: -14; Mtb UGM inh: 0.2; Mtb FBA inh: 1

What do the screens show for `O=C1c2cc(Cl)ccc2-c2c(O)cc(Cl)cc21`?
MazEF act: 5; PrPC TRFRET: -4; BioA inh: -2.1; FadD28 binding: 0.4; GDH-TPI counter: 5; BoNT F protease: -2; Mtb FBA inh: -4

Results for Nc1ncnc2c1nc(Br)n2[C@@H]1O[C@@H]2COP(=O)(O)O[C@H]2[C@H]1O ?
MazEF act: -2; PrPC TRFRET: -3; BioA inh: -1.0; FadD28 binding: 0.3; Rv3671c inh: 8; GDH-TPI counter: 3; BoNT F protease: 1; Mtb UGM inh: -1.1; Mtb FBA inh: -1

What do the screens show for `O=C(c1cc2ccccc2o1)c1nc2c(n1O)CCCCC2`?
MazEF act: -2; PrPC TRFRET: -18; BioA inh: -2.6; FadD28 binding: 0.6; Rv3671c inh: 3; GDH-TPI counter: 26; BoNT F protease: -14; Mtb UGM inh: 1.7; Mtb FBA inh: -10

What do the screens show for `O=C(c1ccc(N2CCCCC2)c([N+](=O)[O-])c1)N1CCC2(CC1)OCCO2`?
MazEF act: 3; PrPC TRFRET: -17; BioA inh: 2.0; FadD28 binding: 0.4; Rv3671c inh: 4; GDH-TPI counter: 9; BoNT F protease: -1; Mtb UGM inh: -1.9; Mtb FBA inh: -2

How did COCC1CCCN(C(=O)c2ccc3oc(Cc4ccc(Cl)cc4)nc3c2)C1 (stereo not given) do in these assays?
MazEF act: 1; PrPC TRFRET: 2; BioA inh: 2.0; FadD28 binding: 0.0; Rv3671c inh: 5; GDH-TPI counter: 2; BoNT F protease: 9; Mtb UGM inh: 0.1; Mtb FBA inh: -2

What do the screens show for `CCCCSc1nc(C)nc2c1c(=O)n(C)c(=O)n2C`?
MazEF act: 11; PrPC TRFRET: -4; BioA inh: -0.9; FadD28 binding: -0.9; Rv3671c inh: -6; GDH-TPI counter: 3; BoNT F protease: 0; Mtb UGM inh: 0.9; Mtb FBA inh: -2

What do the screens show for `CN(c1ccccc1)S(=O)(=O)c1cccc(NC(=O)COc2cccc([N+](=O)[O-])c2)c1`?
MazEF act: -7; PrPC TRFRET: -5; BioA inh: -1.3; FadD28 binding: 0.5; Rv3671c inh: -34; GDH-TPI counter: 3; BoNT F protease: -16; Mtb UGM inh: -0.3; Mtb FBA inh: -2

How did COC(=O)c1cccc2nc3c(C(C)O)cccc3nc12 (stereo not given) do in these assays?
MazEF act: 0; PrPC TRFRET: -56; BioA inh: -1.5; FadD28 binding: -1.0; Rv3671c inh: 7; GDH-TPI counter: 12; BoNT F protease: -1; Mtb UGM inh: 0.8; Mtb FBA inh: 5

Results for Cc1ccc(NC(=O)c2nc[nH]c2C(=O)N2CCC(C)CC2)cc1 ?
MazEF act: 1; PrPC TRFRET: 6; BioA inh: -1.1; FadD28 binding: 0.7; Rv3671c inh: 0; GDH-TPI counter: 6; BoNT F protease: -6; Mtb UGM inh: 2.0; Mtb FBA inh: 7

What do the screens show for `Cc1c(C(=O)C(=O)NCCc2ccc(S(N)(=O)=O)cc2)c2ccccc2n1C`?
MazEF act: -4; PrPC TRFRET: 2; BioA inh: -2.8; FadD28 binding: -2.1; Rv3671c inh: -2; GDH-TPI counter: 19; BoNT F protease: -10; Mtb UGM inh: -0.9; Mtb FBA inh: 1

How did Cc1cc2c(OCC(O)CN3CCCCC3)cccc2[nH]1 (stereo not given) do in these assays?
MazEF act: 8; PrPC TRFRET: -6; FadD28 binding: -3.0; Rv3671c inh: 3; GDH-TPI counter: 1; BoNT F protease: -1; Mtb UGM inh: 1.3; Mtb FBA inh: -2

How did Cc1ccc(CNc2oc(C)nc2C#N)cc1 do in these assays?
MazEF act: 8; PrPC TRFRET: 9; BioA inh: 3.7; FadD28 binding: -4.2; Rv3671c inh: 8; GDH-TPI counter: 5; BoNT F protease: -11; Mtb UGM inh: 3.3; Mtb FBA inh: 2

Results for COCC1CCN(C(=O)CCc2nnc(C3(c4ccc(Cl)cc4)CCC3)o2)C1 (stereo not given) ?
MazEF act: 3; PrPC TRFRET: 9; BioA inh: 0.6; FadD28 binding: -0.4; Rv3671c inh: 1; GDH-TPI counter: 7; BoNT F protease: 6; Mtb UGM inh: 0.7; Mtb FBA inh: -1

What do the screens show for `COc1ccc(-c2coc3c(C(=O)NC4CCCCC4)cccc23)c(C)c1`?
PrPC TRFRET: 9; BioA inh: -0.1; FadD28 binding: -4.0; GDH-TPI counter: 2; BoNT F protease: -8; Mtb FBA inh: -2

Results for CCOC(=O)C1=C(C)c2ccccc2OC1(C)C(=O)OCC (stereo not given) ?
MazEF act: 3; PrPC TRFRET: -6; BioA inh: -1.0; FadD28 binding: -5.2; GDH-TPI counter: -2; BoNT F protease: -5; Mtb FBA inh: -3

How did N#Cc1cccc(NC(=O)c2cncn2-c2ccccc2)c1 do in these assays?
MazEF act: 4; PrPC TRFRET: -2; BioA inh: 1.5; FadD28 binding: -1.7; Rv3671c inh: -13; GDH-TPI counter: 2; BoNT F protease: -5; Mtb UGM inh: 1.4; Mtb FBA inh: 0

How did CCOC(=O)c1c(C)[nH]c(C(=O)OCC(=O)c2ccc3c(c2)NC(=O)CO3)c1C do in these assays?
MazEF act: -1; PrPC TRFRET: 5; BioA inh: 1.2; FadD28 binding: -3.1; Rv3671c inh: -1; GDH-TPI counter: 4; BoNT F protease: 8; Mtb UGM inh: 0.5; Mtb FBA inh: 0

Results for O=C(Nn1c(=O)[nH]c2ccccc2c1=O)c1ccco1 ?
MazEF act: 6; PrPC TRFRET: 0; BioA inh: -0.8; FadD28 binding: -3.7; Rv3671c inh: 2; GDH-TPI counter: -7; BoNT F protease: -5; Mtb UGM inh: 0.4; Mtb FBA inh: 3

What do the screens show for `CCOc1ccc(C2c3[nH]c4ccccc4c3CCN2C(=O)Cn2cncn2)cc1` (stereo not given)?
MazEF act: 5; PrPC TRFRET: 37*; BioA inh: 0.9; FadD28 binding: -4.5; Rv3671c inh: -1; GDH-TPI counter: -2; BoNT F protease: -2; Mtb UGM inh: -1.2; Mtb FBA inh: -1

How did S=C1NC[C@H](c2ccccc2)N1CC1CCCCC1 do in these assays?
MazEF act: 5; PrPC TRFRET: 14; BioA inh: -0.4; FadD28 binding: -2.8; Rv3671c inh: -1; GDH-TPI counter: 6; BoNT F protease: 6; Mtb UGM inh: 0.2; Mtb FBA inh: -2

What do the screens show for `CN(C)S(=O)(=O)c1ccc(C(=O)N2CC(=O)Nc3ccc(F)cc3C2c2ccc(F)cc2)cc1` (stereo not given)?
MazEF act: 1; PrPC TRFRET: 5; BioA inh: 2.1; Rv3671c inh: -6; GDH-TPI counter: 8; BoNT F protease: -7; Mtb UGM inh: 1.8; Mtb FBA inh: 1

What do the screens show for `COC(=O)c1cc2c(s1)CS(=O)C2` (stereo not given)?
MazEF act: 12; PrPC TRFRET: 5; BioA inh: 1.1; FadD28 binding: -1.7; Rv3671c inh: -4; GDH-TPI counter: -9; BoNT F protease: -4; Mtb UGM inh: 1.7; Mtb FBA inh: 3

What do the screens show for `O=C(CN1C(=O)/C(=C\c2ccco2)SC1=S)Nc1ccc(O)cc1C(=O)O`?
MazEF act: 8; PrPC TRFRET: -7; BioA inh: 1.8; FadD28 binding: 36*; Rv3671c inh: 6; GDH-TPI counter: 12; BoNT F protease: 1; Mtb UGM inh: -1.6; Mtb FBA inh: -4

Filtered by structure, the entries above containing an aryl methoxy group
Results for COc1ccc(/C=C/C(=O)OCC(=O)c2ccc3c(c2)NC(=O)CO3)c(OC)c1 ?
MazEF act: 2; PrPC TRFRET: -1; BioA inh: -1.2; FadD28 binding: 1.8; Rv3671c inh: -10; GDH-TPI counter: 19; BoNT F protease: -4; Mtb UGM inh: -0.3; Mtb FBA inh: 0

How did COc1ccc(CCN2CC(C(=O)OCC(=O)N(C)Cc3ccccc3)CC2=O)cc1OC (stereo not given) do in these assays?
MazEF act: 5; PrPC TRFRET: -2; BioA inh: 1.1; FadD28 binding: -1.1; Rv3671c inh: 5; GDH-TPI counter: 12; BoNT F protease: -4; Mtb UGM inh: -0.7; Mtb FBA inh: 3

What do the screens show for `COc1ccc(-c2coc3c(C(=O)NC4CCCCC4)cccc23)c(C)c1`?
PrPC TRFRET: 9; BioA inh: -0.1; FadD28 binding: -4.0; GDH-TPI counter: 2; BoNT F protease: -8; Mtb FBA inh: -2

High-throughput results (PubChem)
